RORg inh: inhibitors of mouse ROR gamma transcriptional activity; Drosophila S2 Gal4-RORgamma UAS-luciferase reporter, 20 h; Potency, µM (titrated, usually from 53.6 µM), inactives show at the top dose activity change, negative = inhibition, hits mostly inhibitors; actives 5.4% (n = 310,000); AID 2551; further: on the % scale 0 is the no-effect control and ±100 the full control effect; nearly all actives have a fitted effect of over 60% in size
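Stable Schneider cell line, Gal4 DNA-binding domain fused to ROR gamma, UAS-luciferase. Cmpd 1 hr RT → CuSO4 700 uM final → 20 hr RT → luciferase reagent 10 min → luminescence.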
Gal4-VP16 FLuc: inhibits Gal4-VP16 luciferase reporter, ROR gamma counter-screen | Drosophila S2 Gal4-VP16 UAS-luciferase, luminescence, 20 h | Potency, µM (series often up to 53.6 µM), for inactives: at the highest dose activity, negative = inhibition, most hits filed as inhibitors | actives 3.5% (n = 310,000) | AID 2546;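 further: Gal4-VP16 expression switched on by copper sulfate through the metallothionein promoter; on the % scale 0 is the no-effect control and ±100 the full control effect; nearly all actives have a fitted effect of over 50% in size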
MBNL1 CUG block: blocks human MBNL1 binding to CUG repeat RNA; TR-FRET MBNL1-His/biotin-(CUG)12 binding, 665/545 ratio; Potency, µM (top dose mostly 57.5 µM), inactives show top-dose activity change, negative = inhibition, most hits filed as inhibitors; Q9NR56; actives 0.036% (n = 280,000); AID 2675; active means well fitted inhibition curve with a large enough effect in the signal ratio, with a control signal flat, not every such curve was filed as active; inconclusive means small, poorly fitted or top-dose-only effect, or effect the other way, or a change in a side signal; inactive means no such curve, though single readings can be large or run the other way; the % refers to the signal ratio; further: on the % scale 0 is the no-effect control and ±100 the full control effect
Target sequence (Q9NR56 whole entry, looked up): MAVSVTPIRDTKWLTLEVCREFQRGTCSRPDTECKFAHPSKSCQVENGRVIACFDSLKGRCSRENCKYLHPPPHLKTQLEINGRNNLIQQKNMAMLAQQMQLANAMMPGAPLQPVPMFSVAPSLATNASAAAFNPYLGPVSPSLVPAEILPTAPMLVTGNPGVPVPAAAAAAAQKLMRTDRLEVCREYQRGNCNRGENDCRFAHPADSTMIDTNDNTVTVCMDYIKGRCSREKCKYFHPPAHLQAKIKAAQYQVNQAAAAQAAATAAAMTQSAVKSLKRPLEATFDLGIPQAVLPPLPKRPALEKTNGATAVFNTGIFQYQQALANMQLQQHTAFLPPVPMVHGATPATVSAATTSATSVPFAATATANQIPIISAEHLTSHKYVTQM
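Ratiometric TR-FRET (665 over 545 nm, excitation 340 nm) tracks disruption of MBNL1-His/biotin-(CUG)12 complex after 60 min at room temperature, with compounds at 92 nM to 58 uM final.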
NPC1 promoter act: activates the NPC1 promoter; Huh7 NPC1 promoter luciferase reporter, 24 h; Potency, µM (series often up to 9.22 µM), for the others: top-dose activation, most hits filed as activators; actives 2.4% (n = 320,000);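 further: % of control where 0% means no effect; nearly all actives have a fitted effect of over 60% in size; reporter is driven by a mutant NPC1 promoter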
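Huh7 cells stably carrying NPC1 promoter–luciferase, plated in Opti-MEM with 10% FBS for 2 h, were exposed to compound in DMSO for 24 h at 37 °C; luciferase reagent was added for 10 min and luminescence read.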
FLuc modulator: firefly luciferase modulation, counter-screen for miR-21 project | purified FLuc, Km substrates, luminescence inhibition | Potency, µM (titrated, usually from 57.5 µM), for inactives: top-dose activity change, negative = inhibition, most hits filed as inhibitors | actives 6.9% (n = 360,000) | P08659;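 further: plate controls were vehicle for no effect and reference inhibitor for full effect; nearly all actives have a fitted effect of over 55% in size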
Target sequence (P08659 whole entry, looked up): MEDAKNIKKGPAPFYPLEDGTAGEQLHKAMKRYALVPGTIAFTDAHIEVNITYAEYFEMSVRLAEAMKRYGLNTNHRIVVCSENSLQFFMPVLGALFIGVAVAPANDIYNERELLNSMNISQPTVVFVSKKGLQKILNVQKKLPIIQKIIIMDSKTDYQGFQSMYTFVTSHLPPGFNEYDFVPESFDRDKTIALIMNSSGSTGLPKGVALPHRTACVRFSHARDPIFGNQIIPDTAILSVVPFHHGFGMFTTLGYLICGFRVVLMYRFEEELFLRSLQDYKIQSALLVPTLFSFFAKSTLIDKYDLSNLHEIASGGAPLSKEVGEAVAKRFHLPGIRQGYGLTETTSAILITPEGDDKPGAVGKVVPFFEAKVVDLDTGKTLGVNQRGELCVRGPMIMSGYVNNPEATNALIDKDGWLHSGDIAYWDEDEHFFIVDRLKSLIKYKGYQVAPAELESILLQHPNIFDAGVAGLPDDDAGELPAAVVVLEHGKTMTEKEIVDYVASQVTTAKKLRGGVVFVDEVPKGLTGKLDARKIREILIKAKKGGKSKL
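Biochemical qHTS of compounds, final roughly 60 µM downward over six points, against 10 nM purified firefly luciferase using Km concentrations of substrates (10 uM D-luciferin, 10 uM ATP) in Tris acetate pH 7.5 buffer; luminescence output.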
p53 reactivator: mutant p53 re-activation in reporter cells; H1299 p53-A138V BP100-luciferase reporter, luminescence, 24 h; Potency, µM (titrated, usually from 92.2 µM), for inactives: top-dose activity change, positive = activation, actives largely listed as activators; actives 0.063% (n = 320,000); AID 504706; further: % of control where 0% means no effect; nearly all actives have a fitted effect of over 45% in size
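p53-null H1299 cells stably carrying temperature-sensitive p53-A138V and a BP100-luciferase reporter were pinned with compounds (4-point, 1:5 series) and held 24 hrs at 37 deg C. Luminescence was read 10 min after detection reagent.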
uPA generation: cell surface uPA generation inhibition | cell surface uPA generation assay, qHTS | Potency, µM (doses to about 38.3 µM), inactives show at the top dose activity change, negative = inhibition, usual class: inhibitors | actives 0.31% (n = 330,000); active means well fitted inhibition curve with a large enough effect; inconclusive means small, poorly fitted or top-dose-only effect; inactive means no such curve, though single readings can be large or run the other way; tested in mouse RAW 264.7 cells; further: on the % scale 0 is the no-effect control and ±100 the full control effect; nearly all actives have a fitted effect of over 55% in size
BRCA1 expr up: activators of BRCA1 expression. actives 1.1% (n = 380,000). AID 624202. Potency, µM (series often up to 46.1 µM), inactives show at the top dose activation, hits mostly activators. MCF7-BRCA1-FFLuc reporter, luminescence, 48 h; response scale: scaled: vehicle 0%, 10 µM genistein 100%; further: nearly all actives have a fitted effect of over 80% in size; some results filed as inactive show a strong effect at the top dose
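Quantitative HTS in MCF7 cells stably reporting BRCA1 expression via firefly luciferase. Compound treatment lasts 48 h at 37 °C in phenol-red free MEM. Activation is expressed relative to genistein at 10 microM and DMSO.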
ELG1 genotox: inducers of genotoxicity in HEK293T ELG1-luciferase cells; actives 1.3% (n = 330,000); Potency, µM (highest dose often 46 µM), for inactives: at the highest dose activity change, positive = activation, actives largely listed as activators; HEK293T ELG1-luciferase reporter, luminescence, 16 h; further: % of control where 0% means no effect; nearly all actives have a fitted effect of over 60% in size
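HEK293T cells expressing luciferase-tagged ELG1 were treated with compound or DMSO for 16 hr at 37°C. Luciferase activity was then read after 30 min with ONE-Glo at room temperature; rising signal flags genetic stress.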
Rab9 prom act: Rab9 promoter activation. Huh7 Rab9 promoter-luciferase reporter, luminescence, 24 h. Potency, µM (top dose mostly 9.22 µM), for inactives: at the highest dose activation, negative = inhibition, actives largely listed as activators. actives 2.8% (n = 320,000); further: % of control where 0% means no effect; nearly all actives have a fitted effect of over 60% in size
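Luciferase signal after 10 min detection reagent at ambient indicates Rab9 promoter upregulation; stably transfected Huh7 cells were treated 24 h with compound in DMSO at 37 °C, 5% CO2.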
Active calls of the source: *; ? = inconclusive; nt = no result given; & = joins results of further samples; [ ] = dose if it differs, or a comment. Unless noted, the call rests on the fitted dose curve; in most records, active means well fitted curve in the direction sought with a large enough effect; inconclusive means small, poorly fitted or top-dose-only effect, or another doubt; inactive means no such curve, though single readings can be large; an effect the other way counts as inactive or inconclusive. Potency means the concentration at half of the fitted maximal effect.

Fields: RORg inh	Gal4-VP16 FLuc	MBNL1 CUG block	NPC1 promoter act	FLuc modulator	p53 reactivator	uPA generation	BRCA1 expr up	ELG1 genotox	Rab9 prom act
> CCOc1ccccc1N1CCN(C(=O)c2cc(S(=O)(=O)N(C)C)ccc2N2CCCC2)CC1
    nt	nt	nt	1%	4%	-4%	?	12%	-3%	2%
> COc1ccc(Cl)cc1S(=O)(=O)N1CCC(C(=O)N2CCOCC2)CC1
    6%	-4%	-1%	0%	4%	-13%	-1%	25%	-4%	-1%
> COc1cccc(/C=C2\Oc3cc(OCC(=O)N4CCCC4)ccc3C2=O)c1OC
    -39%	-1%	?	-3%	9.5µM*	6%	5%	3%	2%	-1%
> CC(C)c1ccc(-c2csc3nc[nH]c(=O)c23)cc1
    ?	-11%	16%	15%	?	16%	?	-11%	0%	11%
> O=C(C[n+]1cccc(O)c1)NCc1ccc(Cl)cc1
    -21%	2%	7%	0%	0%	1%	0%	-4%	0%	-2%
> Cn1nc(C(=O)Nc2nnc(C3CC3)s2)c2ccccc2c1=O
    -13%	-4%	2%	-1%	-12%	-3%	-3%	-9%	10%	2%
> COc1ccccc1N(C)S(=O)(=O)c1ccc(C(=O)OCC(=O)N2CCC2)cc1
    -44%	7%	-13%	-4%	-2%	-5%	-11%	-15%	-6%	0%
> CCn1c2ccccc2c2cc(NC(=O)CN(C)CC(=O)Nc3ccc(N4CCOCC4)cc3)ccc21
    27%	-11%	-2%	-5%	-9%	-3%	-3%	-38%	-6%	-13%
> Cc1ccc(N(CC(=O)Nc2ccc(F)c(Cl)c2)S(=O)(=O)c2c(C)noc2C)cc1
    31%	1%	-3%	0%	0%	-20%	4%	-81%	-5%	-9%
> CC(C)(C)OC(=O)NCCCCCc1cn(CC(=O)NCCCCCCCCCCC(=O)N2CCN(C(=O)OC(C)(C)C)CC2)nn1
    nt	nt	nt	-23%	?	16%	2%	0%	1%	-22%
> O=C(C1CC(=O)N(c2ccccc2)C1)N1CCN(c2ccccc2)CC1 (stereo not given)
    11%	-3%	-6%	-5%	1%	6%	1%	-6%	2%	0%
> COc1ccc(S(=O)(=O)N2CCN(C(=O)c3cc(C)on3)CC2)cc1
    nt	nt	nt	-2%	4%	3%	8%	4%	1%	-2%
> CCC(C(=O)O)N1C(=O)/C(=C/C(C)=C/c2ccccc2)SC1=S (stereo not given)
    ?	-1%	nt	-5%	-2%	-1%	-2%	-6%	0%	4%
> COc1ccc(OC)c(CC(NC(C)=O)C(=O)NC2CCN(c3c(Cc4ccccc4)c(C)nc4ncnn34)CC2)c1 (stereo not given)
    3%	-3%	8%	0%	-11%	-5%	-3%	-12%	-4%	-7%
> COc1cc2c3nnc(-c4ccc(F)cc4)c-3cn(Cc3ccc(C)cc3)c2cc1OC
    5µM*	4µM*	-13%	1%	1%	?	24%	0%	?	1%
> CCOC(=O)CNC(=O)C1CCCN(c2ncccn2)C1 (stereo not given)
    -1%	-4%	1%	-3%	5%	-1%	3%	11%	1%	5%
> COc1nc(-c2ccc(C)cc2)ccc1-c1noc(-c2cccnc2)n1
    -14%	-14%	4%	-1%	-17%	1%	-3%	3%&-2%	-1%	-18%
> O=C(Nc1cnc2sccn2c1=O)c1ccccc1Cl
    7.1µM*	?	1%	1.6µM*	15µM*	16%	-3%	?	18µM*	?
> O=C(Nc1ccccc1N1CCCC1)c1ccc(Br)o1
    -36%	2%	-5%	-2%	-18%	7%	nt	33%	-2%	3%
> N#Cc1ccc(NC(=O)COC(=O)c2cccnc2Cl)cc1
    nt	nt	nt	nt	nt	0%	2%	-4%	0%	nt
> COc1ccc(-c2c(-c3ccccc3)c(C(=O)C(=O)NCCCN(C)C)n3ccc4cc(OC)c(OC)cc4c23)cc1OC
    ?	?	?	-3%	-5%	-4%	-18%	-27%	1%	0%
> Cc1onc(-c2ccccc2)c1-c1nnc(CN2CCN(S(=O)(=O)c3ccccc3)CC2)o1
    nt	nt	nt	-1%	3%	-3%	-4%	-21%	-6%	-9%
> CCSc1nnc(CCNC(=O)OC(C)(C)C)o1
    5%	1%	-4%	-5%	1%	4%	nt	-17%	-1%	1%
> O=C(O)CCCNc1cc(N2CCN(C(=O)c3ccco3)CC2)c2noc3c2c1C(=O)c1ccccc1-3
    ?	-14%	?	-1%	?	-18%	-3%	-27%	-13%	-3%
> CCOc1nc2cnccc2n(CC(=O)Nc2c(F)c(F)cc(F)c2F)c1=O
    8%	-2%	1%	-2%	2%	-2%	-10%	3%	3%	2%
> Cc1ccc(-c2nnn(CC(=O)N(Cc3ccc(F)cc3)C(C(=O)NC3CCCC3)c3ccncc3)n2)o1 (stereo not given)
    16%	7%	?	-2%	3%	5%	-11%	-46%	1%	0%
> C=CCN(C(=O)CC(NC(C)=O)c1ccccc1)c1nc(-c2ccc(S(C)(=O)=O)cc2)cs1 (stereo not given)
    ?	-18%	102%[activator]	17%	?	13%	-2%	44%	?	21%
> CCCCCCCCNC(=O)c1cnsn1
    0%	-3%	0%[11.5 µM]	0%	-4%	5%	1%	24%	4%	-4%
> CC1Sc2ccc(S(=O)(=O)N3CCC(C(=O)N(C)Cc4ccccc4)CC3)cc2NC1=O (stereo not given)
    ?	?	-2%	-1%	1%	-1%	-7%	-24%	-10%	-5%
> CC(C)(C)c1ccc(S(=O)(=O)NCc2ccc(C(=O)N3CCOCC3)cc2)cc1
    19%	7%	-15%	0%	-17%	1%	nt	-18%	-4%	8%

Compound profiles (already shown).
CC(C)(C)c1ccc(S(=O)(=O)NCc2ccc(C(=O)N3CCOCC3)cc2)cc1 in the list: RORg inh = 19%; Gal4-VP16 FLuc = 7%; MBNL1 CUG block = -15%; NPC1 promoter act = 0%; FLuc modulator = -17%; p53 reactivator = 1%; uPA generation = nt; BRCA1 expr up = -18%; ELG1 genotox = -4%; Rab9 prom act = 8%
Cc1ccc(-c2nnn(CC(=O)N(Cc3ccc(F)cc3)C(C(=O)NC3CCCC3)c3ccncc3)n2)o1 (stereo not given) in the list: RORg inh = 16%; Gal4-VP16 FLuc = 7%; MBNL1 CUG block = ?; NPC1 promoter act = -2%; FLuc modulator = 3%; p53 reactivator = 5%; uPA generation = -11%; BRCA1 expr up = -46%; ELG1 genotox = 1%; Rab9 prom act = 0%

Additional compounds.
Fields: RORg inh	Gal4-VP16 FLuc	MBNL1 CUG block	NPC1 promoter act	FLuc modulator	p53 reactivator	uPA generation	BRCA1 expr up	ELG1 genotox	Rab9 prom act
> Cc1ccc(CCNS(=O)(=O)c2cc(Br)cnc2N)cc1
    -1%	-21%	-8%	-4%	1%	4%	2%	4%	-5%	0%
> O=C(NC1CCCCC1)C1c2ccccc2C(=O)N1Cc1ccc2c(c1)OCO2 (stereo not given)
    1%	-1%	-6%	-7%	-2%	-3%	2%	-5%	-6%	21%
> CCOc1cc(/C=C2/C(=O)ON=C2C)ccc1OCc1ccccc1F
    ?	?	-3%	-4%	?	-4%	-19%	-19%	11%	0%
> CN(C)S(=O)(=O)c1ccc(Cl)c(NC(=O)COC(=O)c2ccc3c(c2)NC(=O)CS3)c1
    2%	-9%	nt	-2%	-2%	2%	2%	-7%	-4%	-4%
> Cc1ccc(NC(=O)COC(=O)COc2cccc3c2OC(C)(C)C3)cc1C
    nt	nt	-5%	-3%	3%	nt	9%	18%	1%	-1%
> CCN1C(=O)/C(=C\N2CCN(C)CC2)SC1=S
    1%[10 µM]	15%	18%	3%	2%	10%	-2%	-1%	-4%	2%
> COc1ccc(OC)c(NC(=O)c2nnn(Cc3ccc(Br)cc3F)c2N)c1
    -17%	-20%	9%	0%	4%	2%	3%	0%	-1%	-3%
> O=C(Nc1ccc(Br)cc1)c1ccco1
    37%	6%	-8%	?	13µM*	?	-17%	?	7.1µM*	3.2µM*
> Cc1ccc(C(=O)NCc2ccc(Cl)c(Cl)c2)o1
    28%	18%	12%	2%	-4%	-2%	4%	2%	-1%	-1%
> CCn1c(-c2ccccn2)nc2cc(S(=O)(=O)N(C)C)ccc21
    20%	3%	-9%	18%	21µM*	9%	1%	?	8%	27%
> CCCCC(NS(=O)(=O)c1ccc(C)cc1)C(=O)Oc1ccc2c3c(c(=O)oc2c1)CCC3 (stereo not given)
    12%	-4%	nt	0%	1%	3%	-4%	0%	5%	7%
> C=CCn1c(SCCC)nc2sc3c(c2c1=O)CCc1ccccc1-3
    -12%	2%	-2%	-1%	2%	15%	1%	-51%	-3%	-2%
> Cc1ccc(C)c(S(=O)(=O)N2CCCC2CNC(=O)C(=O)NCc2ccccc2C)c1 (stereo not given)
    nt	nt	nt	0%	3%	3%	0%	-35%	-14%	-2%
> O=C(N/N=C/c1cccc(OC(=O)c2ccco2)c1)c1ccc(F)cc1
    -30%	?	?	0%	3.8µM*	?	-4%	59%	?	-4%
> CN(c1cccc(NC(=O)c2ccccc2N(C)S(C)(=O)=O)c1)S(C)(=O)=O
    ?	10%	-4%	1%	0%	-3%	0%	16%	-2%	-2%
> COc1ccc(NC(=O)CCNC(=O)C2CCN(S(=O)(=O)c3ccc(F)cc3)CC2)cc1OC
    -2%	-10%	-2%	-6%	1%	7%	-10%	4%	-1%	-1%
> O=C(Nc1nnc(SCC(=O)N2CCCc3ccccc32)s1)c1ccccc1
    6.3µM*	?	?	?	1.5µM*	?	-17%	62%	12%	?
> Cc1occc1C(=O)NNC(=O)Nc1ccc(F)cc1F
    -24%	-10%	0%	-1%	1%	19%	17%	-12%	0%	-4%
